High-throughput results: PubChem BioAssay, several laboratories
AHR act: AHR activators, primary screen, cell-based, luminescence, luciferase reporter, human; AHR-responsive luciferase reporter cells; 2.5% of 320,000 active; Aryl hydrocarbon receptor (Homo sapiens), P35869; activation, % at 5 µM; in the data active = activation above about 47%;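 note: 0% = vehicle wells and 100% = reference agonist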
Yeast superoxide: reduction of superoxide in aged yeast, primary screen, HTS; S. cerevisiae aged cells, superoxide DHE fluorescence; stronger effect = lower value; superoxide response (% of plate mean), % at 10 µM; 0.18% of 330,000 active; AID 2690, 2010;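 active = superoxide response under a set limit, about three screen SD below normal, cut at about 65% in these data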;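 note: yeast aged for seven days with compound at 30 °C before DHE staining; 100% = average MFI of all compound-treated wells on the plate with controls excluded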
LAP4-GFP MLPCN: modulators of LAP4-GFP expression in yeast, primary screen, S. cerevisiae, multiplex flow cytometry, MLPCN library. 3 h; median GFP as percent of DMSO wells. GFP response vs DMSO, % at 10 µM. 0.34% of 320,000 active;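 active = GFP response vs DMSO above a set limit, about the screen mean plus 3 SD, cut at about 150% in these data; inconclusive = under 70 cell events counted for the yeast strain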
proCasp7 act: procaspase-7 activators, primary screen, counter-screen for procaspase-3 activator project, biochemical, absorbance, HTS, human. 0.093% of 330,000 active. Caspase-7 (Homo sapiens), P55210. activation, % at 8.5 µM. recombinant procaspase-7, Ac-DEVD-pNA absorbance 405 nm; D23A/D198A/D206A triple mutant, cannot self-cleave; scale: DMSO 0, 5 µM enzyme 100;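 active = percent activation above the screen-wide mean plus 3 SD, cut at about 25% in these data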
Target sequence (P55210 whole entry D23A/D198A/D206A): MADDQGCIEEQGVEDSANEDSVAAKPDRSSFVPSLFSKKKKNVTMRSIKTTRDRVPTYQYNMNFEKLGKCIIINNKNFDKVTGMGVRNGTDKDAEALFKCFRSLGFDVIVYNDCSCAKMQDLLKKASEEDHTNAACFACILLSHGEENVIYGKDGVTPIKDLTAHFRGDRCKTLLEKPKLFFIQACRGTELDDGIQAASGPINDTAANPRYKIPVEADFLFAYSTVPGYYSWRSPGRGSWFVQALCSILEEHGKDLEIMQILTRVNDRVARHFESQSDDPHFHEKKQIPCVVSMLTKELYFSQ
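Assay system: Uncleavable procaspase-7 mutant enzyme / Input: 2 µM procaspase-7 mutant as dispensed / Dosing: single nominal 8.5 µM compound dose, 0.8% DMSO final / Timing: 1 h enzyme–compound preincubation and 2 h substrate reaction, both 25 °C / Detection: p-Nitroaniline absorbance at 405 nm, read at 0 and 120 min / Replication: singlicate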
RPL19A TOR yeast: RPL19A-GFP expression modulators in yeast, primary screen, cell-based, S. cerevisiae, multiplex flow cytometry, MLPCN. percent response vs DMSO, % at 10 µM. 0.3% of 330,000 active. S. cerevisiae RPL19A-GFP strain, 3 h; stronger effect = lower value;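 active = percent response vs DMSO below 50%; inconclusive = fewer than 70 events counted for the yeast strain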;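 note: median channel GFP fluorescence of the barcoded RPL19A-GFP strain; ratio of sample median GFP to plate DMSO average so 100% = DMSO; lower means less RPL19A-GFP as with rapamycin TOR inhibition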
MEP2-GFP yeast: modulators of MEP2-GFP levels in yeast, primary screen, S. cerevisiae, multiplex flow cytometry, MLPCN library; S. cerevisiae MEP2-GFP strain, 3 h; 100% = DMSO control level; GFP response vs DMSO, % at 10 µM; 0.51% of 330,000 active;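 active = GFP response versus DMSO above a set limit, roughly screen mean plus 3 SD, cut at about 180% in these data; inconclusive = fewer than 70 cells counted for a yeast strain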;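 note: median GFP fluorescence of the barcode-gated MEP2-GFP cells per well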
GASC-1 inh: inhibitors of GASC-1 histone demethylase, primary screen, biochemical, fluorescence, DELFIA europium. Lysine-specific demethylase 4C (Homo sapiens), Q9H3R0. GST-JMJD2C(1-420) H3K9me3 demethylation. inhibition, % at 2.35 µM. 0.069% of 330,000 active. AID 2099, 2009;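 active = more than half of a compound's replicate wells show inhibition beyond 50%, single wells judged on their own value; inconclusive = some, but no more than half, of replicates pass 50% inhibition; inactive = no replicate passes 50% inhibition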;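 note: signal counts dimethyl H3K9 product captured on neutravidin plate; 0% = median of DMSO wells and 100% = 0.3 times that DMSO median; strong numbers were not always called active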
Target sequence (Q9H3R0 1-420 limits assumed): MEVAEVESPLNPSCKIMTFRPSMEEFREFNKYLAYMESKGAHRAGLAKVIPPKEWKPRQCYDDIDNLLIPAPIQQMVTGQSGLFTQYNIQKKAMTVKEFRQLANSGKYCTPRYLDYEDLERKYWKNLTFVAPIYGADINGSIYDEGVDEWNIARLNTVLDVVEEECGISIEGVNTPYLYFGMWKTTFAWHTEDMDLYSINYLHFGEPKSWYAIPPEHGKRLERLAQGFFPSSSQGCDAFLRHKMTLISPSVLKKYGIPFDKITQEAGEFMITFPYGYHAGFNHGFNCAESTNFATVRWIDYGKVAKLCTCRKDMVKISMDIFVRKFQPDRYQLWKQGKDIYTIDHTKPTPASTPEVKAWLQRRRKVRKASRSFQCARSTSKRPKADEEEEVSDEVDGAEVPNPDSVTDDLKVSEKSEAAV
procasp3 activ: activators of human procaspase-3 D3A mutant, primary screen, biochemical, absorbance, PC-3 D3A mutant, single concentration | recombinant procaspase-3 D3A, Ac-DEVD-pNA absorbance 405 nm | activation, % at 8.5 µM | 0.11% of 330,000 active;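 active = activation above the mean of all tested compounds plus 3 SD, cut at about 21% in these data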;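 note: 0% = DMSO alone and 100% = DMSO wells spiked with extra 5 µM PC-3 D3A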
Target sequence (P42574 whole entry D9A/D28A/D175A): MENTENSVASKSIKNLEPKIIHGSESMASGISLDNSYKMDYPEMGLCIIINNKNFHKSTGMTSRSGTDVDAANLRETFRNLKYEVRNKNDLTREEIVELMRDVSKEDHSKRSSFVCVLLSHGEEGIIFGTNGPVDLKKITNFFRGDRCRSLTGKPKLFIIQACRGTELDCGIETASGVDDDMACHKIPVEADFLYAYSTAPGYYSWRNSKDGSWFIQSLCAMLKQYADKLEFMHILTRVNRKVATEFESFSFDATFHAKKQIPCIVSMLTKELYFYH
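System: Procaspase-3 D3A mutant. Medium: Zinc-free 300 mM NaCl, 50 mM HEPES, 0.01% Triton X-100. Schedule: 1 h preincubation plus 2 h reaction at 25 °C. Measured by: 405 nm absorbance of p-nitroaniline, reads at 0 and 120 min. Read-out: percent activation relative to control range.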
* = called active by the depositor; ? = inconclusive; . = not tested or not shown; & = joins results of further samples.

1: O=C(NCC(=O)N1CCN(Cc2ccccc2)CC1)c1ccc(Cl)cc1
2: Cc1ccc(-c2ccc3c(c2)S(=O)(=O)c2ccccc2C3=O)cc1
3: Cc1ccccc1NC(NC(=O)OCCn1c([N+](=O)[O-])cnc1C)C(Cl)(Cl)Cl (stereo not given)
4: COc1cc(NC(=O)CN2C(=O)NC(C)(c3ccc4ccccc4c3)C2=O)c(C)cc1[N+](=O)[O-] (stereo not given)
5: S=C(NCCc1ccccc1)Nc1cnc2ccccc2c1
6: CCN(CC)C(=O)c1ccc2nc3ccccc3nc2c1
7: CSc1ncccc1C(=O)Nc1ccc(C)cn1
8: CCOC(=O)C1CCN(C(=O)CS(=O)Cc2nc(-c3ccc(C)cc3)oc2C)CC1 (stereo not given)

screen / no.	1	2	3	4	5	6	7	8
AHR act	1	2	1	30	6	38	-1	5
Yeast superoxide	106	105	106	101	102	37*	91	108
LAP4-GFP MLPCN	94	107	101	101	117	89	87	117
proCasp7 act	-3	-7	5	5	-8	7	4	-4
RPL19A TOR yeast	103	103	108	101	95	104	104	104
MEP2-GFP yeast	97	91	92	106	95	105	106	102
GASC-1 inh	6	-7	0	4	4	-19	7	-14
procasp3 activ	9	9	2	4	-14	-3	0	-5

9: O=C(Nc1ccccn1)c1cccnc1
10: COc1ccc(NC(=O)c2cn(C)c(=O)c3cc(OC)c(OC)cc23)cc1OC
11: O=C(CCl)Nc1cccn2ncnc12
12: O=C(Cn1ncc(Cl)c(Cl)c1=O)NC1CCS(=O)(=O)C1 (stereo not given)
13: CCS(=O)(=O)N1CCC(C(=O)Oc2ccc(Br)cc2)CC1
14: CCN1CCCC1CNC(=O)C(=O)Nc1ccccc1 (stereo not given)
15: CC(OC(=O)Cc1c[nH]c2ccccc12)C(=O)NC1CCCCC1C (stereo not given)
16: Cc1nc2ccc([N+](=O)[O-])cc2nc1C

screen / no.	9	10	11	12	13	14	15	16
AHR act	2	5	1	4	1	1	5	-4
Yeast superoxide	93	105	108	90	102	98	80	97
LAP4-GFP MLPCN	106	99	96	97	101	97	100	104
proCasp7 act	11	3	1	-13	-10	0	2	8
RPL19A TOR yeast	96	103	96	109	108	97	102	119
MEP2-GFP yeast	104	116	97	102	109	107	99	108
GASC-1 inh	-9	-2	-19	.	-33	-4	-6	14
procasp3 activ	3	1	-6	6	7	-2	4	13

17: C=CCc1cccc(CNc2nc3ccccc3n2CC)c1O
18: CCOc1ccc(NC(=S)Nc2ccc(Br)cc2Cl)cc1
19: COC(=O)[C@@]12CCCCN1[C@H](c1ccc(SC3CCCCC3)cc1)[C@H]1C(=O)N(C)C(=O)[C@H]12
20: COc1ccc(C(=O)OCC(=O)N2CCN(C(=O)c3ccco3)CC2)cc1OC
21: COc1ccc(/C=N/N(CCC(=O)NC(C)(C)C)C2=NS(=O)(=O)c3ccccc32)cc1
22: CC(=O)C1=C(O)C(=O)N(c2nccs2)C1c1ccc(F)cc1 (stereo not given)
23: O=C(O)c1cc2c(cc1NC(=O)C1CCCC1)OCCO2
24: COc1cc(C2N(c3ccc(Cl)cc3)C(=O)C3CCCN32)cc(OC)c1OC (stereo not given)

screen / no.	17	18	19	20	21	22	23	24
AHR act	20	0	-3	1	0	-3	0	3
Yeast superoxide	89	94	104	90	106	95	125	94
LAP4-GFP MLPCN	93	126	104	98	98	98	101	97
proCasp7 act	-2	-16	-2	17	1	-5	-1	0
RPL19A TOR yeast	98	98	99	98	112	107	101	97
MEP2-GFP yeast	101	91	98	106	113	112	104	107
GASC-1 inh	-9	11	7	-6	1	-2	.	-3
procasp3 activ	-5	-7	2	0	5	1	1	2

25: CN1CCC(=NNC(=O)CN(c2ccccc2)S(=O)(=O)c2ccccc2)CC1
26: Cc1ccc(CNC(=O)C2C3C=CC4(CN(Cc5cccnc5)C(=O)C24)O3)cc1 (stereo not given)
27: COc1ccc(C(=O)c2ccc(N(C)C)cc2)c2ccccc12
28: CC(C)(C)c1ccc(C2CC2C(=O)N/N=C\c2cc3ccccc3nc2Cl)cc1 (stereo not given)
29: O=c1cc(CNc2cc(C(F)(F)F)cc(C(F)(F)F)c2)nc2sccn12
30: C=CCn1c(SCC(=O)N2CCCC2)nc2c([nH]c3ccccc32)c1=O
31: COCCSc1nnc(NC(=O)Cc2ccc(OC)c(OC)c2)s1
32: CCOc1ccc(S(=O)(=O)N(C)C2CCCCC2)cc1

screen / no.	25	26	27	28	29	30	31	32
AHR act	8	2	0	22	3	86*	2	0
Yeast superoxide	100	104	100	97	68	108	106	93
LAP4-GFP MLPCN	98	99	138	92	88	107	112	108
proCasp7 act	-7	2	-3	0	4	6	-3	-4
RPL19A TOR yeast	107	99	91	97	102	97	96	98
MEP2-GFP yeast	98	102	105	90	97	97	99	105
GASC-1 inh	38	-2	57	-2	1	-6	-2	1
procasp3 activ	3	1	-12	7	-10	11	4	13

Retrieved one by one from the entries so far (three):
27: COc1ccc(C(=O)c2ccc(N(C)C)cc2)c2ccccc12
31: COCCSc1nnc(NC(=O)Cc2ccc(OC)c(OC)c2)s1
29: O=c1cc(CNc2cc(C(F)(F)F)cc(C(F)(F)F)c2)nc2sccn12

screen / no.	27	31	29
AHR act	0	2	3
Yeast superoxide	100	106	68
LAP4-GFP MLPCN	138	112	88
proCasp7 act	-3	-3	4
RPL19A TOR yeast	91	96	102
MEP2-GFP yeast	105	99	97
GASC-1 inh	57	-2	1
procasp3 activ	-12	4	-10

The list goes on:
33: Cc1cccc2c1N(CCOc1ccc(C(C)(C)C)cc1)C(=O)C2=O
34: CC(C)(C)NC(=O)NC(=O)COC(=O)c1cccc(OC(F)F)c1
35: CC(/C=C/C=C/c1ccccc1)=N\NC(=O)c1cccnc1
36: O=C(NCc1ccccc1)C(C(=O)c1ccc(F)cc1)n1ccccc1=O (stereo not given)
37: CCN(C#N)c1nc(NC(C)C)nc(NC(C)C)n1
38: O=C(Nc1cccc(F)c1)C1CCN(C(=O)NCc2ccccc2)CC1
39: COc1cccc(C(c2c(C)[nH]n(-c3ccccc3)c2=O)c2c(C)[nH]n(-c3ccccc3)c2=O)c1O
40: O=[N+]([O-])c1ccc(Cc2ccncc2)cc1

screen / no.	33	34	35	36	37	38	39	40
AHR act	-1	0	33	-1	3	-1	12	0
Yeast superoxide	106	97	90	92	90	108	113	104
LAP4-GFP MLPCN	86	104	99	94	103	99	89	94
proCasp7 act	4	0	1	10	6	5	17	-1
RPL19A TOR yeast	102	117	102	101	97	100	96	101
MEP2-GFP yeast	102	100	96	104	106	98	90	99
GASC-1 inh	2	9	2	4	2	4	42	-8
procasp3 activ	-4	8	-7	-1	1	-6	-1	6

Part of the list above, limited to Yeast superoxide, LAP4-GFP MLPCN and procasp3 activ.
| No. | canonical_smiles | Yeast superoxide | LAP4-GFP MLPCN | procasp3 activ |
| --- | --- | --- | --- | --- |
| 35 | CC(/C=C/C=C/c1ccccc1)=N\NC(=O)c1cccnc1 | 90 | 99 | -7 |
| 36 | O=C(NCc1ccccc1)C(C(=O)c1ccc(F)cc1)n1ccccc1=O (stereo not given) | 92 | 94 | -1 |

(listing goes on)
41: COC(=O)[C@@H]1C(c2ccccc2)(c2ccccc2)[C@@]1(C)C(=O)OC
42: CCN(CC)CCC(=O)N1c2ccccc2CCc2ccc(NC(=O)OC)cc21
43: COc1ccc(N(CC(=O)O)S(=O)(=O)c2ccccc2[N+](=O)[O-])c(OC)c1
44: CC(C)CC(=O)NC(=S)Nc1ccccn1
45: C[C@]12c3[nH]c4ccccc4c3CCN1C(=O)C(CC(=O)NCCCn1ccnc1)C[C@@H]2C(=O)N1CCCCC1 (stereo not given in full)
46: COC(=O)Cc1[nH]nc2c1C1(CCSCC1)C(C#N)=C(N)O2
47: C/C(N)=C(/C#N)C(=O)COC(=O)CCC1CCCC1
48: CCCCC(=O)C1CCN(Cc2ccccc2)CC1

screen / no.	41	42	43	44	45	46	47	48
AHR act	1	6	-1	-7	1	2	-1	-3
Yeast superoxide	108	102	91	101	112	103	93	100
LAP4-GFP MLPCN	106	95	97	100	91	101	98	115
proCasp7 act	4	-8	2	7	4	1	-1	4
RPL19A TOR yeast	101	104	104	100	94	110	95	96
MEP2-GFP yeast	107	101	103	103	97	109	109	97
GASC-1 inh	-3	4	-6	?	8	5	-7	-3
procasp3 activ	-2	0	1	-5	2	-10	-7	10

49: Cc1ccc(NS(=O)(=O)c2ccc(-c3ccc(=O)[nH]n3)o2)c(C)c1
50: CCc1nc(NCC2CCCO2)c(C#N)c2c1COC(C)(C)C2 (stereo not given)
51: Cc1cccc(-n2cc[nH]c2=S)c1
52: O=C(Nc1ccc(CN2CCCCC2)cc1)c1sc2ccccc2c1Cl
53: CCOC(=O)C1=CN2CCCC[C@@H]2CC1=O
54: C/C(=N/NC(=O)CNC(=O)c1ccccn1)c1cccc([N+](=O)[O-])c1
55: CCOC(=O)C(=Cc1ccc(Br)cc1)C(=O)OCC
56: COc1cccc(/C=N/N2CCN(Cc3ccccc3)CC2)c1O

screen / no.	49	50	51	52	53	54	55	56
AHR act	9	4	-2	2	-2	8	.	1
Yeast superoxide	91	96	117	104	88	99	88	98
LAP4-GFP MLPCN	87	97	98	111	117	85	90	83
proCasp7 act	-1	-12	-12	5	11	-6	.	-7
RPL19A TOR yeast	100	99	103	100	94	90	103	103
MEP2-GFP yeast	97	98	104	104	108	88	94	96
GASC-1 inh	0	17	1	-1	-2	-1	-2	-3
procasp3 activ	5	-10	-8	5	4	0	.	3

57: COC(=O)c1sccc1NC(=O)Nc1ccccc1C
58: CC(=O)C1=C(O)C(=O)N(CCCn2ccnc2)C1c1ccc(Br)cc1 (stereo not given)
59: COc1ccccc1N1CCN(C(=O)CCCn2c(=O)[nH]c3ccsc3c2=O)CC1
60: Cc1occc1-c1nnc(SCC(=O)N2c3ccccc3CCc3ccccc32)n1C
61: Cc1c(NC(=O)CSc2nnnn2-c2ccc(O)cc2)c(=O)n(-c2ccccc2)n1C
62: CCCc1cc(C(=O)Nc2ccc(CC)cc2)no1
63: COC(=O)c1ccc2c(=O)[nH]c(COC(=O)c3c(-c4ccccc4Cl)noc3C)nc2c1

screen / no.	57	58	59	60	61	62	63
AHR act	.	-2	2	1	-2	-2	0
Yeast superoxide	91	100	104	99	94	103	101
LAP4-GFP MLPCN	79	98	99	93	96	106	99
proCasp7 act	.	2	13	-7	-4	-2	2
RPL19A TOR yeast	105	104	102	95	100	102	94
MEP2-GFP yeast	103	105	98	96	101	103	93
GASC-1 inh	-14	-3	6&11	28	3	-5	3
procasp3 activ	.	4	4	3	6	-2	3
